HTR5A inv ctr – HTR5A inverse agonism, opioid heterodimer counter-screen. P47898. HTR5A cell line, luminescence. inhibition, % at 9.3 µM. hit rate 0.083% among 340,000. AID 504634; in the data active = inhibition mostly above about 23%, no sharp cut-off; inactive = mostly below about 18%;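 also: 0% = cells with DMSO and 100% = no-cell wells with DMSO; some compounds called inactive have numbers as strong as hits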
AddAB inh – less growth of phage-infected E. coli with AddAB; hit rate 0.29% among 330,000; AID 435030; inhibition, % at 11.9 µM; E. coli expressing H. pylori AddAB, absorbance growth; in the data active = inhibition above about 12%;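 also: 0% = vehicle wells of infected cells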
MOR-DOR inv ag – inverse agonist of human OPRM1-OPRD1 heterodimerization; P35372+P41143; cell-based MOR-DOR heterodimer luminescence, inverse agonism; inhibition, % at 9.3 µM; hit rate 0.21% among 340,000; AID 504357; in the data active = inhibition above about 22%, passing the limit was not always enough;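 also: 0% = cells with DMSO and 100% = wells without cells with DMSO; values of inactives mirror those of a sister screen read the other way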
Target sequence (P35372 whole entry, looked up): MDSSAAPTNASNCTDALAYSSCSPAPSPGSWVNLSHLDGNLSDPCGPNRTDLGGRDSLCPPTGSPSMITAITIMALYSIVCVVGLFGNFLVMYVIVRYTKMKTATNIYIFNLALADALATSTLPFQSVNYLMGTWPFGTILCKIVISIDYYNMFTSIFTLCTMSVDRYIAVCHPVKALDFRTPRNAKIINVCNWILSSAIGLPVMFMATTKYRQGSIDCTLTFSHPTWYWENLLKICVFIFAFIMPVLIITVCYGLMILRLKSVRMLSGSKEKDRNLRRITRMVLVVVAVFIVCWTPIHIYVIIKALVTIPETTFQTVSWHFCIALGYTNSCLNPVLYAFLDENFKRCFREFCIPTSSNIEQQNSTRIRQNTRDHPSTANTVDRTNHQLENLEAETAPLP
Target sequence (P41143 whole entry, looked up): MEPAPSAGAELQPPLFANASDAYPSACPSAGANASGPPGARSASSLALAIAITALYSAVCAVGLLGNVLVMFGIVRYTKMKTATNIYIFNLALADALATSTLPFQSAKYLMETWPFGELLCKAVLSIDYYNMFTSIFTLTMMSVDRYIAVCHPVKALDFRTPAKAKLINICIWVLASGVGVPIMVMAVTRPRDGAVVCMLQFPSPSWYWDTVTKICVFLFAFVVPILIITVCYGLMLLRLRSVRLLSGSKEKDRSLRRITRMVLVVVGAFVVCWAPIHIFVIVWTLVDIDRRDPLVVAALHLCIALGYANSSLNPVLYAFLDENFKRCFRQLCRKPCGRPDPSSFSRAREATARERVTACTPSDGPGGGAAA
Tat transport – inhibitors of E. coli Tat protein transport. inhibition, % at 10 µM. E. coli MC4100 TorA-mCherry Tat export, fluorescence. hit rate 0.036% among 340,000;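 active = mean replicate inhibition at least 50% and at least half of replicates individually reaching 50%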;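 also: exported cargo escapes ClpAP degradation while cytoplasmic cargo is degraded and loses fluorescence; 0% = median of neutral control wells and 100% = median of NaSCN control wells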
phage Ecoli inh – E. coli growth loss with phage present; inhibition, % at 11.9 µM; hit rate 0.26% among 360,000; growth absorbance; in the data active = inhibition above about 11%
PKA-R1A act – activates the PKA-R1A holoenzyme complex; activation, % at 11.4 µM; AID 504707; P00514+P68181; PKA-R1A dissociation, Cy5-IP20 fluorescence polarization; scaled: DMSO 0%, 113 µM cGMP 100%; hit rate 0.083% among 340,000;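 active = percent activation above the mean of all tested compounds plus 3 SD, cut at about 19% in these data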;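 also: higher means more PKAc released from R1A so a rise in polarization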
Ecoli viability – counter-screen for AddAB inhibitors: E. coli growth inhibition; E. coli V3065 growth, OD600 absorbance, 18 h; inhibition, % at 11.9 µM; hit rate 0.27% among 330,000; AID 449728;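 active = inhibition above the campaign's mean inhibition across all tested compounds plus 3 SD, cut at about 9.9% in these data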;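 also: uninfected addAB+ strain grown without phage in ampicillin broth; 0% = DMSO wells and 100% = ciprofloxacin 0.95 µg/ml wells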
SUMO Mot1 rescue – inhibitors of SUMOylation pathway: yeast Mot1-301 growth rescue | S. cerevisiae Mot1-301 growth rescue, ATP luminescence, 38.5C; percent above DMSO median, 100 means doubled | growth rescue, % at 18.8 µM | hit rate 1% among 320,000 | AID 2716;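 active = every valid replicate shows activation above 250% relative to neutral control wells; inactive = the rest, any valid replicate at or below 250%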;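 also: OY570 slx delta 5 strain wells were the positive control but not used for scaling; some compounds called inactive have numbers as strong as hits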
PfHsp90 yeast 2 – reduces growth (ATP signal) of yeast expressing P. falciparum Hsp90; inhibition, % at 9.4 µM; S. cerevisiae expressing PfHsp90, BacTiter-Glo ATP, 48 h; yeast lacking PDR1 and PDR3 efflux regulators; hit rate 0.32% among 310,000; AID 504621;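 active = every replicate shows inhibition above about 80%, whatever the replicate mean, limit read from the data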;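 also: 0% = DMSO neutral controls and 100% = 20 µM radicicol positive controls; yeast relying on Plasmodium falciparum Hsp90 in place of its own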
PKA-R2B act – activators of human PKA-R2B complex; PKA-R2B holoenzyme dissociation, Cy5-IP20 fluorescence polarization; R2B truncated from residue 108, S112A mutant; 0% DMSO only, 100% 113 µM cGMP; hit rate 0.079% among 340,000; activation, % at 11.4 µM; P22694+P31323;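 active = activation above a cutoff set at the mean over all compounds plus 3 SD, cut at about 18% in these data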;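 also: higher means more holoenzyme dissociation and a rise in polarization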
MOR-DOR ag – agonists of human mu-delta opioid receptor heterodimerization; cells, OPRM1-OPRD1 heterodimerization, luminescence; activation, % at 9.3 µM; hit rate 0.3% among 340,000; in the data active = activation above about 18%;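 also: 0% = vehicle-treated cells and 100% = reference agonist; values of inactives mirror those of a sister screen read the other way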
An asterisk follows results filed as active; / = no result given.

SMILES | HTR5A inv ctr | AddAB inh | MOR-DOR inv ag | Tat transport | phage Ecoli inh | PKA-R1A act | Ecoli viability | SUMO Mot1 rescue | PfHsp90 yeast 2 | PKA-R2B act | MOR-DOR ag
Cn1c2ccccc2c2nnc(SCC(=O)NC3CCCC3)nc21 | 7 | 0.2 | 20 | 5 | 1.5 | -5 | 1.1 | -9 | -27 | -9 | -3.8
O=C(Cn1cnc2ccccc21)Nc1ccc(C(=O)O)cc1 | / | 2.9 | / | -3 | 1.6 | 1 | -2.0 | -18 | 7 | -1 | /
COc1cc2ccccc2cc1C(=O)NC(=S)Nc1nnn(C)n1 | 32 | 1.1 | 8 | -7 | 1.2 | 0 | 1.1 | 5 | -12 | -9 | -1.5
COc1ccc(CN(C)C(=O)CNC(=O)CNC(=O)c2ccc(Cl)cc2Cl)cc1F | -8 | 2.4 | 5 | -4 | 2.2 | 2 | -0.9 | 0 | -17 | -11 | -1.0
O=C1NC(=Nc2cccc(Cl)c2)SC1Cc1cccc(Cl)c1Cl (stereo unspecified) | 3 | 0.5 | -9 | -4 | 3.6 | 9 | -0.8 | -4 | -6 | -17 | 1.5
N#CC[C@H](c1ccccc1)N1CCN(Cc2ccccc2)CCC1=O | -46 | 3.4 | 17 | -43 | 2.7 | 3 | -0.9 | -7 | -7 | -6 | -3.0
O=C(O)c1ccc2c(=O)n3c(nc2c1)/C(=C/c1cccc(Cl)c1Cl)CCCC3 | -8 | -0.6 | 8 | -10 | 3.2 | -2 | -3.5 | 385 | 8 | -12 | -1.6
COc1ccc2c(=O)c(-c3ccccc3)coc2c1 | -43 | 3.5 | 7 | -4 | 0.8 | -7 | -2.3 | -14 | 8 | 7 | -1.2
CCc1ccc(OCCNC(=O)c2ccco2)cc1 | 23 | 3.7 | -8 | -7 | 4.4 | -8 | 3.5 | -13 | 0 | 1 | 1.5
Cc1onc(-c2c(Cl)cccc2Cl)c1C(=O)N1CCc2ccccc21 | 2 | 1.6 | -6 | 7 | 1.2 | -6 | -1.1 | 4 | 0 | 6 | 1.2
NC(=O)C1(c2ccccc2)CCC(=O)N1c1ccccc1 (stereo unspecified) | -10 | 3.9 | -6 | -20 | 1.6 | -4 | 1.9 | -12 | 2 | -7 | 1.2
COc1ccc(-c2oc(/N=C/N3CCCC3)c(C#N)c2-c2ccc(OC)cc2)cc1 | 9 | 3.6 | 3 | 4 | 0.2 | 5 | -0.4 | 1 | -14 | -2 | -0.7

In the list so far, 2 have a cyano group.
SMILES | HTR5A inv ctr | AddAB inh | MOR-DOR inv ag | Tat transport | phage Ecoli inh | PKA-R1A act | Ecoli viability | SUMO Mot1 rescue | PfHsp90 yeast 2 | PKA-R2B act | MOR-DOR ag
N#CC[C@H](c1ccccc1)N1CCN(Cc2ccccc2)CCC1=O | -46 | 3.4 | 17 | -43 | 2.7 | 3 | -0.9 | -7 | -7 | -6 | -3.0
COc1ccc(-c2oc(/N=C/N3CCCC3)c(C#N)c2-c2ccc(OC)cc2)cc1 | 9 | 3.6 | 3 | 4 | 0.2 | 5 | -0.4 | 1 | -14 | -2 | -0.7

Next part.
SMILES | HTR5A inv ctr | AddAB inh | MOR-DOR inv ag | Tat transport | phage Ecoli inh | PKA-R1A act | Ecoli viability | SUMO Mot1 rescue | PfHsp90 yeast 2 | PKA-R2B act | MOR-DOR ag
Cc1ccc(S(=O)(=O)N(CC(=O)Nc2ccc(Cl)c([N+](=O)[O-])c2)C2CCCCC2)cc1 | -3 | 1.1 | -38 | -6 | 1.3 | -3 | -4.1 | 55 | -129 | 2 | 6.3
c1ccc(-c2nc(C3CCCCC3)c3ccccc3n2)cc1 | -2 | -0.8 | -3 | 6 | 1.4 | -6 | 0.4 | -2 | -15 | 11 | 0.5
CC1CN(C(=S)NC(=O)c2ccccc2)CC(C)O1 (stereo unspecified) | -1 | -1.4 | 15 | -4 | 2.5 | 1 | -0.2 | -8 | 0 | 10 | -2.8
C/C(Cl)=C/CSc1nnc2n(N)c(=O)c3ccccc3n12 | -1 | 3.4 | 7 | -3 | 2.0 | -4 | 1.5 | 160 | 0 | -13 | -1.5
CS(=O)(=O)N1CCc2cc(S(=O)(=O)N3CCN(Cc4ccc5c(c4)OCO5)CC3)ccc21 | 3 | 2.3 | 7 | -3 | 0.6 | -11 | 3.1 | 11 | 4 | 1 | -1.3
Cc1cccc(NC(=O)Cn2cc([N+](=O)[O-])cn2)n1 | -7 | 0.9 | 6 | 1 | 1.0 | -3 | -0.5 | -13 | / | 8 | -1.3
Cc1ccc(SCCNC(=O)c2ccc(C)c(S(=O)(=O)Nc3cccc(C)c3)c2)cc1 | 2 | -0.1 | -44 | 7 | 0.0 | 4 | 0.2 | -9 | -1 | -6 | 7.7
CCOC(=O)c1cc2c(n(-c3ccc(Cl)cc3)c1=O)CCCC2=O | -4 | -1.7 | 15 | -1 | 3.6 | -10 | 1.7 | 1 | 11 | -6 | -2.9
CC(C)(C)C(=O)Cn1c(=N)n(Cc2ccccc2Cl)c2ccccc21 | -8 | -0.2 | 0 | 1 | 9.3 | -4 | -2.1 | -18 | 38 | 9 | 0.0
NC(N)=N/N=C/c1ccc(Br)cc1 | 23 | 4.5 | -11 | 4 | 7.7 | -1 | -3.2 | 4 | 2 | -5 | 1.6
O=C(Nc1ncnc2sc3c(c12)CCCC3)c1ccncc1 | 12 | -2.4 | 11 | 1 | 3.4 | -15 | -0.2 | 6 | -17 | 0 | -2.2
Cc1ccccc1NC(=O)c1nc[nH]c1C(=O)NCc1ccccc1 | 9 | -3.0 | -34 | 2 | 1.1 | -2 | -2.3 | -1 | 26 | 1 | 5.7

4 compounds out of the list above, sorted by their value in Tat transport, highest first.
canonical_smiles,Tat transport
Cc1ccccc1NC(=O)c1nc[nH]c1C(=O)NCc1ccccc1,2
O=C(Nc1ncnc2sc3c(c12)CCCC3)c1ccncc1,1
CCOC(=O)c1cc2c(n(-c3ccc(Cl)cc3)c1=O)CCCC2=O,-1
C/C(Cl)=C/CSc1nnc2n(N)c(=O)c3ccccc3n12,-3

3 structures out of the list, arranged by molecular weight, high to low.
SMILES | HTR5A inv ctr | AddAB inh | MOR-DOR inv ag | Tat transport | phage Ecoli inh | PKA-R1A act | Ecoli viability | SUMO Mot1 rescue | PfHsp90 yeast 2 | PKA-R2B act | MOR-DOR ag
Cc1ccc(S(=O)(=O)N(CC(=O)Nc2ccc(Cl)c([N+](=O)[O-])c2)C2CCCCC2)cc1 | -3 | 1.1 | -38 | -6 | 1.3 | -3 | -4.1 | 55 | -129 | 2 | 6.3
O=C1NC(=Nc2cccc(Cl)c2)SC1Cc1cccc(Cl)c1Cl (stereo unspecified) | 3 | 0.5 | -9 | -4 | 3.6 | 9 | -0.8 | -4 | -6 | -17 | 1.5
CC1CN(C(=S)NC(=O)c2ccccc2)CC(C)O1 (stereo unspecified) | -1 | -1.4 | 15 | -4 | 2.5 | 1 | -0.2 | -8 | 0 | 10 | -2.8

Screening results (PubChem)
